TRPC6 inh = mouse TRPC6 channel inhibitors, primary screen, cell-based, HEK293, membrane potential dye; Short transient receptor potential channel 6 (Mus musculus), Q61143; B-score at 10 µM; AID 2553, 2010; 310,000 compounds, 1.1% hits; ACh-evoked depolarization; stronger effect = lower value;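 active means B-score under library mean minus 3 SD, initial fluorescence not abnormally high, positive integrated signal ratio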;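 further: B-score derived from integrated fluorescence ratio over the kinetic read; more negative B-score means stronger inhibition of depolarization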
Target sequence (Q61143 whole entry, looked up): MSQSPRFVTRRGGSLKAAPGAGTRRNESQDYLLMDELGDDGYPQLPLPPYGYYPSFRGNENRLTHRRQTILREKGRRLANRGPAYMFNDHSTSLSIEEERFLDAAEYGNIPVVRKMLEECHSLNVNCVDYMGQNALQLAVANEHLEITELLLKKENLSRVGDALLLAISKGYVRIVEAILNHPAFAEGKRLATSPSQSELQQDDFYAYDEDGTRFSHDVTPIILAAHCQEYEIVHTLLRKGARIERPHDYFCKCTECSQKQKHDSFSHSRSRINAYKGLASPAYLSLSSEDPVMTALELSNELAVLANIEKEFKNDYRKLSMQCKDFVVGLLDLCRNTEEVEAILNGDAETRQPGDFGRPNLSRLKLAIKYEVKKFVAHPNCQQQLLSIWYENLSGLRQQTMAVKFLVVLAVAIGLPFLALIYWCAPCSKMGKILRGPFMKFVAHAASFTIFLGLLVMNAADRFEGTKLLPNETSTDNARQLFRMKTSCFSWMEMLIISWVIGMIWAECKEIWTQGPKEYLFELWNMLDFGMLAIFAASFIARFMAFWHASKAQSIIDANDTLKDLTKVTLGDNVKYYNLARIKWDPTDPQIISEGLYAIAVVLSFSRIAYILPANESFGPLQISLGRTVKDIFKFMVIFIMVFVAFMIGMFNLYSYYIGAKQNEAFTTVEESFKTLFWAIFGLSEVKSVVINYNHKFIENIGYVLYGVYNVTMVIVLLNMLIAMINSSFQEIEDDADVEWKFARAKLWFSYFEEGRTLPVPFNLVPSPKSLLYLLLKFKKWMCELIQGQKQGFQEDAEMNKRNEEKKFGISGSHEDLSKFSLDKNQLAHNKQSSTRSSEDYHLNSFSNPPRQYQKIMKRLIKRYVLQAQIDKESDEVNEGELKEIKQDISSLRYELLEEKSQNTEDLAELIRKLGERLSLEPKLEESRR
MrgX1 antag = antagonists of human MrgX1 receptor, primary screen, HEK293 cells, Fluo-4 calcium flux; Mas-related G-protein coupled receptor member X1 (Homo sapiens), Q96LB2; BAM8-22 antagonism; stronger effect = lower value; B-score at 10 µM; 310,000 compounds, 1.3% hits; AID 588676, 2011;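 active means calcium-response B-score plate-corrected more than 3 library SD below zero, starting fluorescence within 5 deviations, no agonist response on first addition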;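 further: peak minus trough fluorescence over baseline after final BAM8-22 challenge near maximal dose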
TRPC6 activator = mouse TRPC6 channel activators, primary screen, cell-based, HEK293, membrane potential dye; Short transient receptor potential channel 6 (Mus musculus), Q61143; HEK293-TRPC6 membrane potential dye fluorescence; stronger effect = higher value; B-score at 10 µM; 310,000 compounds, 0.13% hits;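 active means B-score of the integrated fluorescence ratio above library mean plus 3 SD, and starting fluorescence ratio within library mean plus 5 SD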;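 further: higher score means more depolarization so channel activation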
MrgX1 ag = agonists of human MrgX1 receptor, primary screen, HEK293 cells, Fluo-4 calcium flux | 310,000 compounds, 0.44% hits | Fluo-4 calcium fluorescence, agonist mode; stronger effect = higher value | B-score at 10 µM | AID 588627, 2011;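 active means calcium response B-score plate-corrected fluorescence ratio at least 3 library SD, with starting fluorescence B-score inside 5 SD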
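Material: HEK293 cells stably expressing human MrgX1 receptor | Quantity: 15,000 cells per well | Times: Cells plated overnight, dye loaded 0.5 h 37 °C, 0.5 h room temperature | Measured by: Kinetic Fluo-4 NW fluorescence of intracellular calcium | Control set: Positive and negative controls per plate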
SKKanGAS inh = S. pyogenes SKKanGAS growth inhibitors in kanamycin, primary screen, streptokinase expression inhibitor project, SKKanGAS strain, BacTiter-Glo luminescence; 6 h; inhibition, % at 7.5 µM; 300,000 compounds, 1.3% hits; AID 1662, 2009;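 active means mean replicate score, as percent of positive control median, at least 50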;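 further: strain carries kanamycin resistance gene driven by streptokinase promoter and grows in 40 µg/ml kanamycin; loss of luminescence reflects streptokinase promoter inhibition or plain growth inhibition; 0% = median of DMSO wells and 100% = positive control at its reference dose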
MrgX1 PAM = positive allosteric modulators of MrgX1, primary screen, HEK293 cells, Fluo-4 calcium flux. Mas-related G-protein coupled receptor member X1 (Homo sapiens), Q96LB2. FDSS; stronger effect = higher value. B-score at 10 µM. 310,000 compounds, 0.63% hits. AID 588675, 2011;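 active means plate-corrected calcium response at least 3 library SD above typical, normal starting fluorescence, not activating the receptor alone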;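 further: compound read alongside a low EC10 to EC30 dose of BAM8-22 agonist; peak minus trough fluorescence over baseline measured at the second addition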
Platelet DG rel = inhibitors of platelet dense granule secretion, primary screen, cell-based, MLPCN, human platelets; 300,000 compounds, 0.22% hits; human platelet-rich plasma, SFLLRN dense granule ATP release, luminescence; inhibition, %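 (compounds screened at 7.5 µM in platelet-rich plasma)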; AID 1663, 2009;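 active means mean replicate score, as percent of positive control, at or above 50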
RGS4 pot = RGS4 potentiators or activators, primary screen, cell-based, HEK293 M3R inducible RGS4, calcium flux. carbachol calcium flux Fluo4; stronger effect = lower value. B-score at 10 µM. 310,000 compounds, 0.92% hits. AID 463111, 2010;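 active means B-score of the integrated calcium signal more than 4 SD below the library mean, with starting fluorescence not abnormally high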;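 further: negative B-score means reduced calcium response which marks RGS4 activation or potentiation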
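System: HEK293 FlpIn-TREx cells, stable M3R, doxycycline-inducible RGS4. Timing: overnight RGS4 induction, 30 min dye load 37 °C, 20 min compound RT. Also added: carbachol, ECmax concentration. Measured by: Fluo4 fluorescence kinetic imaging of calcium. Evaluation: integrated calcium ratio converted to B score.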
RGS4 block = RGS4 inhibitors, primary screen, cell-based, HEK293 M3R inducible RGS4, calcium flux; Regulator of G-protein signaling 4 (Homo sapiens), P49798; Fluo-4 calcium flux; stronger effect = higher value; triggered by carbachol at its EC20; B-score at 10 µM; 310,000 compounds, 0.45% hits;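 active means B-score, a plate-corrected calcium signal, over three deviations above library mean, with baseline fluorescence within five deviations of library mean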;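 further: RGS4 expression induced by doxycycline in cells with stable M3 receptor; B-score is computed from the integrated fluorescence ratio over baseline after carbachol; higher B-score means a larger calcium signal and so more RGS4 inhibition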
Target sequence (P49798 whole entry, looked up): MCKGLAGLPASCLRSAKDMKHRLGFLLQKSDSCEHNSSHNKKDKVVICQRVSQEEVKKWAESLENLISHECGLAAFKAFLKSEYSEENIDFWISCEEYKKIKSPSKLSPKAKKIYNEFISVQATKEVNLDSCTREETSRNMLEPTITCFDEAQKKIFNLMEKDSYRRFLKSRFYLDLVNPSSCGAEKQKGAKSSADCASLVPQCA
HIF activator = HIF pathway transcriptional activators, primary screen, cell-based, U2OS HRE-luciferase, luminescence; 300,000 compounds, 0.32% hits; U2OS HRE-luciferase reporter; normalized: DMSO 0%, desferrioxamine 100%; activation, % at 7.5 µM (by protocol); AID 1910, 2009;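 active means mean activation of at least 10% of the iron chelator positive control signal, with at least half of replicates also reaching 10%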
TRPC4 inh = inhibitors of mouse TRPC4 channel, primary screen, Fluo4 calcium, HEK293 TRPC4beta/mu-opioid cells; Short transient receptor potential channel 4 (Mus musculus), Q9QUQ5; DAMGO-evoked Fluo4 calcium flux; stronger effect = lower value; B-score at 10 µM; 300,000 compounds, 0.39% hits; AID 2247, 2010;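 active means B-score over 3 SD under the library average, no early fluorescence shift, positive overall ratio signal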
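Signal: kinetic Fluo4 fluorescence imaging of calcium influx. Material: stable TRPC4beta/mu-opioid receptor HEK293 cells. Probe or stimulus: DAMGO in two steps, submaximal then maximal.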
Active calls of the source: *; i = inactive; · = no result given. Compounds were not picked by outcome. About 6.1% of those tested had a hit in this group.

SMILES	TRPC6 inh	MrgX1 antag	TRPC6 activator	MrgX1 ag	SKKanGAS inh	MrgX1 PAM	Platelet DG rel	RGS4 pot	RGS4 block	HIF activator	TRPC4 inh
COC(=O)c1cc(S(=O)(=O)Nc2cccc(S(N)(=O)=O)c2)oc1C	i	i	i	i	-1	i	-4	i	i	-0.7	i
CSc1nccc(Oc2ccc(C#N)cc2)n1	i	i	i	i	3	i	-1	i	i	0.1	i
Cc1ccc(N(C)C(=O)c2ccc3c(Cl)c4c(nc3c2)CCC4)cc1C	i	i	i	i	6	i	6	i	i	2.4	i
O=C(CSc1nnc(SCc2ccc(Cl)cc2)s1)N/N=C/c1c[nH]c2ccccc12	i	i	i	i	4	i	-14	i	i	0.0	i
Cc1oc2c(c1C(=O)O)C(=O)c1ccccc1C2=O	i	i	i	i	23	i	1	i	i	0.8	i
CNC(=O)Cn1ncc2c3ccccc3n(C)c2c1=O	i	i	i	i	-7	i	9	i	i	1.4	i
COC(=O)NC1CCC(NC(=O)OC)CC1 (configuration not stated)	i	i	i	i	-10	i	16	i	i	-0.2	i
Cc1ccc(CNc2ncnc3c2cnn3-c2ccccc2)cc1	i	i	i	i	7	i	-1	i	i	0.9	i
CCOc1[nH]n(-c2ccccc2)c(=O)c1C=Nc1ccc(OC)cc1	i	i	i	i	5	i	4	i	i	0.3	i
Cc1ccc(C(=O)NCCc2ccccc2)cc1	i	i	i	i	-4	i	11	i	i	-4.5	i
CCCS(=O)(=O)N1CCCC(C(=O)NCCc2ccc(Cl)cc2)C1 (configuration not stated)	i	i	i	i	1	i	1	i	i	-0.1	i
COC(=O)C(C)NC(=S)N1CCN(c2c(F)cc3c(=O)c(C(=O)O)cn(C4CC4)c3c2OC)CC1C (configuration not stated)	i	i	i	i	95*	i	-9	i	i	-0.3	i
COc1cc(C(=O)NCC(=O)N/N=C(C)\C=C\c2ccccc2)cc(OC)c1OC	i	i	i	i	-13	i	4	i	i	0.3	i
O=C(NCc1ccccc1F)C(=O)NCC1CCCN1S(=O)(=O)c1cccs1 (configuration not stated)	i	i	i	i	4	i	-21	i	i	0.0	i
COc1ccccc1NC(=O)C(C)N(C)Cc1ccc(Cl)s1 (configuration not stated)	i	i	i	i	11	i	-2	i	i	-0.2	i
CCN(CC(=O)Nc1ccccc1C(F)(F)F)C(=O)CCc1c(C)[nH]c(=O)c(C#N)c1C	i	i	i	i	0	i	65*	i	i	-0.4	i
CN1CCN(C(=O)c2ccc(S(=O)(=O)c3ccc(Br)cc3)cc2)CC1	i	i	i	i	-2	i	14	i	i	-0.3	i
O=c1c(Cc2ccc(F)cc2)c(O)ccn1CCCn1ccnc1	i	i	i	i	-5	i	-1	i	i	0.4	i
Cc1nc2ccc(NC(=O)c3cnc(Cl)c(Cl)c3)cc2s1	i	i	i	i	4	i	0	i	i	0.8	i
CC1(c2ccc(Cl)cc2)NC(=O)N(CC(=O)Nc2cccnc2Cl)C1=O (configuration not stated)	i	i	i	i	-7	i	4	i	i	0.6	i
O=C1c2ccccc2C(=O)N1CC#CCN1CCN(C2CCCCC2)CC1	i	i	i	i	-2	i	2	i	i	-0.4	i
COc1cc(NC(=O)c2cccs2)c(C(=O)OCC(=O)NC(C)c2ccccc2)cc1OC (configuration not stated)	i	i	i	i	-7	i	-5	i	i	-0.6	i
CCOc1ccc(N(C(C)C(=O)N2CCCC2)S(C)(=O)=O)cc1 (configuration not stated)	i	i	i	i	-6	i	-1	i	i	-0.8	i
CC(=O)c1ccccc1NS(=O)(=O)c1cccc2nsnc12	i	i	i	i	3	i	2	i	i	-0.6	i
O=C(NCCCCNC(=O)c1ccccn1)c1ccccn1	i	i	i	i	-4	i	-4	i	i	-0.3	i
COc1ccc(-c2cn[nH]c2-c2ccc(OCc3ccccc3)cc2O)cc1OC	i	i	i	i	12	i	4	i	i	1.5	i
COc1ccc(OC)c(C(=O)COC(=O)C(CCSC)NC(=O)COc2ccccc2)c1 (configuration not stated)	i	i	i	i	-4	i	-1	i	i	-0.3	i
COc1ccc2[nH]c(C(=O)N/N=C/c3ccc(OC)c(O)c3)cc2c1	i	i	i	i	-9	i	-1	i	i	1.5	i
CCCCC(=O)NC(=S)Nc1ccccc1N1CCCCC1	i	i	i	i	4	i	2	i	i	3.6	i
c1ccc(-c2cc(N3CCOCC3)nc(-c3ccccc3)n2)cc1	i	i	i	i	-7	i	8	i	i	-0.4	i
O=C(NCc1cccnc1)C1CCCN(S(=O)(=O)c2cccc3nsnc23)C1 (configuration not stated)	i	i	i	i	2	i	10	i	i	-0.3	i
Cc1ccc(OC(=O)c2c(C)nn(-c3ccccc3)c2C)cc1	i	i	i	i	2	i	4	i	i	3.5	i
COCCn1c(-c2ccccc2)nc(=S)c2c1CC(C)(C)OC2	i	i	i	i	2	i	0	i	i	-0.2	i
COc1ccc(N(CC(=O)NC2CCCC2)C(=O)Cn2nnc(-c3ccc(C)cc3)n2)cc1OC	i	i	i	i	-3	i	-7	i	i	-0.1	i
CC(=O)c1cc(CN2CCC(C(=O)Nc3ccc(-n4nc(C)cc4C)cc3)CC2)cs1	i	i	i	i	1	i	-3	i	i	-0.4	i
CNc1ccccc1C(=O)OCC(=O)Nc1ccc2c(c1)OCO2	i	i	i	i	-3	i	10	i	i	0.7	i
CCN1CCN(C(=O)/C=C/c2cccc(Cl)c2)CC1	i	i	i	i	-1	i	-2	i	i	0.6	i
COc1ccc(C2CC(c3ccc(OC)cc3)n3nc(NS(C)(=O)=O)nc3N2)cc1 (configuration not stated)	i	i	i	i	8	i	-2	i	i	·	i
COc1ccc(-c2cc3ccc(OCC(N)=O)cc3oc2=O)cc1OC	i	i	i	i	-15	i	1	i	i	2.3	i
Cc1cc(C)nc(SCNC(=O)c2ccc(F)cc2)n1	i	i	i	i	4	i	-2	i	i	-0.3	i
O=C(CCl)N(c1ccccc1)C1CCCCC1	i	i	i	i	-6	i	1	-7*	i	-7.7	i
Cn1cc(CN2CCCC(C(=O)Nc3ccc(-c4cccc(F)c4)cc3)C2)cn1 (configuration not stated)	i	i	i	i	0	i	4	i	i	-0.4	i
O=C(CCS(=O)(=O)c1ccc(F)cc1)Nc1nnc(-c2ccc(F)cc2)o1	i	i	i	i	9	i	-3	i	i	0.6	i
CCCC(=O)Nc1cc(-c2nn(C)c(=O)c3ccccc23)ccc1OC	i	i	i	i	1	i	-1	i	i	-0.4	i
COc1cc2nc(CN3CCC(C(O)(c4ccccc4)c4ccccc4)CC3)[nH]c(=O)c2cc1OC	i	i	i	i	12	i	7	i	i	-0.6	i
CCCCNc1ccc(C(CC(N)=O)NC(=O)c2cc(C)cc(C)c2)cc1[N+](=O)[O-] (configuration not stated)	i	i	i	i	4	i	8	i	i	-0.9	i
Cc1ccccc1C(=O)Nc1nnc(-c2ccncc2)o1	i	i	i	i	3	i	-13	i	i	1.4	i
CCOc1cc(C=O)ccc1OCc1cc(=O)n2cc(C)ccc2n1	i	i	i	i	-5	i	16	i	i	-0.6	i
O=C(COc1ccccc1)Nc1cc(Cl)ccc1Cl	i	i	i	i	7	i	4	i	i	-37	i
O=C(COC(=O)Cc1cccc(C(F)(F)F)c1)Nc1cccc2ccccc12	i	i	i	i	-1	i	14	i	i	0.0	i
Cc1ccc(-c2csc(NC(=O)C[n+]3cc(-c4ccc(C)cc4)n4c3CCC4)n2)cc1	i	i	i	i	7	i	-7	i	i	0.1	i
CCCC1CCc2c(sc(N)c2C(N)=O)C1 (configuration not stated)	i	i	i	i	-10	i	1	i	i	0.2	i
O=C(NN=C1CCCCCC1)c1cc(-c2ccccc2)nc2ccccc12	i	i	i	i	5	i	-4	i	i	-0.8	i
Cc1cc(C)cc(NC(=S)N2CCC(NC(=O)c3ccc(F)cc3)CC2)c1	i	i	i	i	-16	i	-12	i	i	-0.3	i
O=C(c1c(Cl)nc2sccn12)N1CCCc2ccccc21	i	i	i	i	-3	i	-5	i	i	-0.7	i
C=C(C)C(=O)Oc1ccc(N2C(=O)[C@@H]3C4C=CC(C4)[C@@H]3C2=O)cc1	i	i	i	i	-2	i	-1	i	i	-4.6	i
O=C(Nc1nc2ccc3ccccc3c2s1)c1ccc(N2CCCCC2)c([N+](=O)[O-])c1	i	i	i	i	1	i	0	i	i	0.2	i
Cc1ccc2nc(SCC(=O)c3ccc4c(c3)NC(=O)CO4)[nH]c2c1	i	i	i	i	-21	i	10	i	i	0.1	i
O=C(c1ccco1)N1CCC(c2nc3c(nnn3Cc3ccccc3Cl)c(=O)[nH]2)CC1	i	i	i	i	3	i	8	i	i	-0.4	i
Cc1ccc(NC(=O)CN(C)C(=O)c2cccnc2Nc2cccc(C(F)(F)F)c2)cc1	i	i	i	i	26	i	8	i	6.8*	0.1	i

Further structures follow.
SMILES	TRPC6 inh	MrgX1 antag	TRPC6 activator	MrgX1 ag	SKKanGAS inh	MrgX1 PAM	Platelet DG rel	RGS4 pot	RGS4 block	HIF activator	TRPC4 inh
CCN1CCN(C(=O)C2CCC(=O)N(Cc3cccc(C(F)(F)F)c3)C2)CC1 (configuration not stated)	i	i	i	i	0	i	26	i	i	-0.5	i
CCn1c(SCC(=O)O)nnc1-c1ccccc1OC	i	i	i	i	12	i	-9	i	i	-0.8	i
C=CCn1c(SCC(=O)N2CCOCC2)nnc1C(C)NC(=O)c1ccccc1 (configuration not stated)	i	-5.4*	i	i	2	i	25	i	i	0.2	i
CN(C(=O)Cn1nnc2ccccc2c1=O)C1CCCCC1	i	i	i	i	-3	i	-3	i	i	-0.1	i

Source: PubChem (several laboratories)
